Tau fibril ThT: qHTS for Inhibitors of Tau Fibril Formation, Thioflavin T Binding; Microtubule-associated protein tau (Homo sapiens), P10636; recombinant tau K18 P301L, heparin-induced fibrillization, ThT fluorescence; Potency, µM (doses to about 57.4 µM), for the others: top-dose activity, negative = inhibition, hits mostly inhibitors; actives 2.1% (n = 270,000); AID 1460, 2008; further: on the % scale 0 is the no-effect control and ±100 the full control effect; nearly all actives have a fitted effect of over 55% in size
Target sequence (P10636 561-689 P618L limits assumed): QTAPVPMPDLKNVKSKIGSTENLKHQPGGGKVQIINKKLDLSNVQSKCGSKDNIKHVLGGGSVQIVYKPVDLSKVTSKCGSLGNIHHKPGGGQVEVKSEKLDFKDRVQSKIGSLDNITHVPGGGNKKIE
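Tau K18 P301L fragment (15 uM unlabeled plus 0.24 uM Alexa 594-labeled) in 100 mM sodium acetate pH 7 with compound, fibrillization induced by 20 uM heparin for 6 hr at 37 C. Thioflavin T (30 uM) added, fluorescence read after 1 hr (ex 450, em 510 nm).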
JMJD2E inh: qHTS Assay for Inhibitors of Human Jumonji Domain Containing 2E (JMJD2E). Lysine-specific demethylase 4E (Homo sapiens), B2RXH2. JMJD2E catalytic domain, FDH-coupled NADH fluorescence (FDH is formaldehyde dehydrogenase). Potency, µM (top dose mostly 57.1 µM), inactives show at the top dose activity change, negative = inhibition, most hits filed as inhibitors. actives 1.6% (n = 230,000); active means well fitted inhibition curve with a large enough effect, not every such curve was filed as active; inconclusive means small, poorly fitted or top-dose-only effect, or another doubt; inactive means no such curve, though single readings can be large or run the other way;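 further: 0% = wells with enzyme and -100% = buffer wells without enzyme; nearly all actives have a fitted effect of over 50% in size; many of its hits are not listed in these tables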
Target sequence (B2RXH2 1-337 limits assumed): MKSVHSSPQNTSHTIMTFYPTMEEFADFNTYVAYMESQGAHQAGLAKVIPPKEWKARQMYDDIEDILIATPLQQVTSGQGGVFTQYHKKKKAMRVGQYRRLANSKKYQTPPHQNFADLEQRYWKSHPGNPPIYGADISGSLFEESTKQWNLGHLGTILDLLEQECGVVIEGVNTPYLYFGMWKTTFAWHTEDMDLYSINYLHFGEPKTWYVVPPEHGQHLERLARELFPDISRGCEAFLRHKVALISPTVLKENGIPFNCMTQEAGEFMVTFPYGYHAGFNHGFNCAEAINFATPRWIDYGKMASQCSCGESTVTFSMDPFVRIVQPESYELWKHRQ
HTT ATP protect: qHTS Multiplex Assay to Identify Dual Action Probes in a Cell Model of Huntington: Cytoprotection (ATP). actives 0.14% (n = 230,000). Potency, µM (titrated, usually from 56.4 µM), inactives show cytoprotection (ATP increase), most hits filed as activators. PC12 HTT-Q103 induced, cytoprotection, ATP luminescence, 40 h. AID 1471, 2008;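 further: % of control where 0% means no effect; nearly all actives have a fitted effect of over 45% in size; toxic huntingtin expression switched on by the ecdysone agonist tebufenozide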
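ATP quantification (ATPlite) reports survival of PC12 cells in which tebufenozide, 100 nM final, switches on Htt exon 1 with 103 glutamines linked to GFP; compounds are titrated.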
Tau FP inhib: qHTS for Inhibitors of Tau Fibril Formation, Fluorescence Polarization; AID 1468, 2008; Potency, µM (titrated, usually from 57.7 µM), without a hit: top-dose activity, negative = inhibition, most hits filed as inhibitors; actives 0.39% (n = 280,000); K18 P301L tau heparin fibrillization, Alexa594 FP, 6 h; further: on the % scale 0 is the no-effect control and ±100 the full control effect; nearly all actives have a fitted effect of over 55% in size
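Heparin (20 uM) drove fibril formation of recombinant tau K18 P301L, 15 uM unlabeled with 0.24 uM Alexa 594 label, for 6 hr at 37 C in 100 mM sodium acetate pH 7. Fluorescence polarization (555/632 nm) read 1 hr after 30 uM ThT.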
HttQ103 aggreg: qHTS Multiplex Assay to Identify Dual Action Probes in a Cell Model of Huntington: Aggregate Formation (GFP); PC12 HttQ103-GFP aggregates, Acumen cytometry, 40 h; Potency, µM (series often up to 46.1 µM), without a hit: at the top dose activity change, negative = inhibition, most hits filed as inhibitors; actives 1.1% (n = 220,000); further: on the % scale 0 is the no-effect control and ±100 the full control effect; nearly all actives have a fitted effect of over 60% in size
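Quantitative HTS on tebufenozide-induced (100 nM) PC12 cells stably expressing polyQ103 Huntingtin exon 1–GFP. Reduction of bright GFP aggregates, detected by laser scanning cytometry after lysis, identified actives across the titration.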
Tau fluor counter: Counterscreen qHTS for Inhibitors of Tau Fibril Formation, Fluorescence Polarization; AID 1463, 2008; Potency, µM (doses to about 57.7 µM), without a hit: top-dose activity change, negative = decrease; actives 0.93% (n = 280,000); tau K18 P301L Alexa594 fluorescence, heparin fibrillization; further: on the % scale 0 is the no-effect control and ±100 the full control effect; nearly all actives have a fitted effect of over 55% in size
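Human tau K18 P301L (15 uM unlabeled, 0.24 uM Alexa 594-labeled) in 100 mM sodium acetate pH 7 with 20 uM heparin, 6 hr at 37 C. ThT 30 uM added, 1 hr ambient; Alexa 594 FP and total fluorescence read at 555/632 nm.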
ALDH1A1 inh: qHTS Assay for Inhibitors of Aldehyde Dehydrogenase 1 (ALDH1A1); Purified ALDH1A1, NADH fluorescence, propionaldehyde substrate; Aldehyde dehydrogenase 1A1 (Homo sapiens), P00352; Potency, µM (titrated, usually from 75.3 µM), inactives show at the highest dose activity, negative = inhibition, most hits filed as inhibitors; actives 7.3% (n = 220,000); AID 1030, 2008; active means well fitted inhibition curve with a large enough effect, not every such curve was filed as active; inconclusive means small, poorly fitted or top-dose-only effect, or another doubt; inactive means no such curve, though single readings can be large or run the other way;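 further: plate controls were no enzyme wells and a reference inhibitor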
Target sequence (P00352 whole entry, looked up): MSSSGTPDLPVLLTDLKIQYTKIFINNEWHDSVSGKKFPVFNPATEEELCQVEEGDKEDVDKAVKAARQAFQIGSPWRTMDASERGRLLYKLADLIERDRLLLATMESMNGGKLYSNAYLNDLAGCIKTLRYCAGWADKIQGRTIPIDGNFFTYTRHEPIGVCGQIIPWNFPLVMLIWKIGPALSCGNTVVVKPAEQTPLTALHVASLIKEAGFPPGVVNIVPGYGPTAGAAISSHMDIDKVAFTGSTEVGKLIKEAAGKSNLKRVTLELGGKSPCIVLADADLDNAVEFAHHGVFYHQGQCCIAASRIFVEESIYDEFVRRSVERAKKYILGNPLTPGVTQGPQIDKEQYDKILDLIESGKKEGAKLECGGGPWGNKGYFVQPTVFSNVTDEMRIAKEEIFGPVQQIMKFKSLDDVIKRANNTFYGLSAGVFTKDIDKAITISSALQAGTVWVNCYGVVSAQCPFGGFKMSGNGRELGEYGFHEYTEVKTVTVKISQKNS
SMN2 splice enh: qHTS Assay for Enhancers of SMN2 Splice Variant Expression. actives 2.8% (n = 210,000). Potency, µM (series often up to 46.1 µM), for the others: at the top dose activity change, positive = activation, usual class: activators. HEK293 SMN2-luciferase splicing reporter, luminescence, 30-36 h; further: % of control where 0% means no effect; nearly all actives have a fitted effect of over 55% in size
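qHTS luciferase splicing reporter: luminescence rises when SMN2 exon 7 is included in transfected HEK293 cells. Compound exposure lasted 30-36 h at 37C, with 4.5 mM final sodium butyrate as control, followed by a ONE-Glo read.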
Active calls of the source: *; u = inconclusive; x = no result given; [ ] = remark or other dose. Unless noted, the call rests on the fitted dose curve; in most records, active means well fitted curve in the direction sought with a large enough effect; inconclusive means small, poorly fitted or top-dose-only effect, or another doubt; inactive means no such curve, though single readings can be large; an effect the other way counts as inactive or inconclusive. Potency means the concentration at half of the fitted maximal effect.

| compound | Tau fibril ThT | JMJD2E inh | HTT ATP protect | Tau FP inhib | HttQ103 aggreg | Tau fluor counter | ALDH1A1 inh | SMN2 splice enh |
| --- | --- | --- | --- | --- | --- | --- | --- | --- |
| COc1cc(NC(=O)CN(c2ccc(C)cc2)S(=O)(=O)c2c(C)n[nH]c2C)cc(OC)c1 | -7% | -7% | 1% | -14% | 8% | u | 9% | -8% |
| CCC(OC(=O)CN1C(=O)C(=O)c2ccccc21)C(=O)Nc1ccc(S(N)(=O)=O)cc1 (stereo unspecified) | -15% | -3% | -15% | -2% | -11% | -4% | 0.089µM* | 15% |
| Cc1ccc(O)c(-c2cc(-c3ccccc3F)[nH]n2)c1 | u | -3% | -51%[inhibitor] | u | 3% | u | -3% | 11µM* |
| CO[C@H]1COC(=O)C/C=C\[C@H](C)[C@@H](OC)COC(=O)[C@@H](C)NC(=O)C/C=C\[C@@H]1C | -6%[11.5 µM] | x | -16%[10 µM] | -1%[11.6 µM] | x | -6%[11.6 µM] | 2%[13.5 µM] | x |
| O=C(CN(c1ccccc1)S(=O)(=O)c1ccccc1[N+](=O)[O-])Nc1ccccc1C(=O)N1CCOCC1 | -10% | 7% | -46%[inhibitor] | -6% | 6% | -19% | 4% | 10% |
| CC1Cc2nc(SCC(=O)Nc3ccccc3F)n(C)c(=O)c2S1 (stereo unspecified) | -4% | -1% | -4%[10 µM] | -6% | -16% | -3% | -5% | -20% |
| Cc1ccc(-c2c[n+](CC(=O)c3cccs3)c3n2CCC3)cc1 | -17% | -4% | 2%[10 µM] | 5% | 17%[9.22 µM] | -21% | x | x |
| CN1/C(=C/C(=O)C2CC2)C(C)(C)c2ccccc21 | -6% | u | -12% | 6% | u | 6% | -6% | -21% |
| Oc1ccc(/C=N/Nc2nc(-c3cccnc3)nc3ccccc23)c(O)c1 | 2.2µM* | 22µM* | 1%[10 µM] | u | -19%[9.22 µM] | 11µM*[quencher] | x | x |
| CCOC(=O)c1c(NC(=O)c2nn(CC)cc2Br)c(C#N)nn1-c1ccccc1 | -5% | u | 0%[0.074 µM] | -1% | -5% | u | u | -21% |
| CC(C)N1C/C(=C/c2cccnc2)C(=O)/C(=C/c2cccnc2)C1 | 2% | -4% | 14%[10 µM] | -2% | -16% | -3% | u | -99%[inhibitor] |
| Cc1cc(C)c(OCC(=O)N(Cc2ccc(N(C)C)cc2)CC2CCCO2)c(C)c1 (stereo unspecified) | u | x | x | -1% | x | -16% | x | 5% |
| COCCOC(=O)C1=C(C)N=C2SCCC(=O)N2C1c1ccc(OC(=O)c2ccco2)cc1 (stereo unspecified) | -4% | -3% | -9% | 2% | 27% | -3% | -7% | 12% |
| COc1ccc(-c2cnc(N)nc2-c2ccc(OC)cc2O)cc1 | -18% | 5% | u | -1% | 11µM* | u | 6% | -16% |
| CC(=O)n1cc([C@H]2C=C(C(=O)O)O[C@@H](OCCCCO)C2)c2ccccc21 | -19% | -15% | 17%[10 µM] | 5% | 8%[9.22 µM] | -3% | u | x |
| Cc1c(Br)c([N+](=O)[O-])nn1CC(=O)Nc1ccccn1 | -5% | -7% | -8% | 7% | 7% | 0% | -7% | -5% |
| O=P1(Nn2cnnc2)C=C(c2ccccc2)OC(c2ccccc2)=C1 | 3% | 7% | -9%[10 µM] | -9% | -5% | -8% | -13% | x |
| Cc1ccc(S(=O)(=O)C2(C(=O)NC3CCCCC3C)CC2)cc1 (stereo unspecified) | -3% | 10% | -39%[inhibitor] | 0% | 16% | 2% | -7% | -6% |
| CC(=O)Nc1ccc(N2S(=O)(=O)c3ccccc3S2(=O)=O)cc1 | 4% | -1% | 2% | 0% | 16% | 0% | -15% | 42% |
| O=C(NCC1CCCO1)c1ccccc1-c1nc(-c2ccccc2)no1 (stereo unspecified) | -2% | 9% | -6% | -2% | -3% | -2% | -11% | 25% |
| COC(=O)c1c(-c2ccccc2)csc1N1C(=O)Nc2ccccc2N1O | -3% | 5% | x | 4% | 14% | 0% | 6% | u |
| CC(C)(C)CC(C)(C)c1ccc(O)c(CN2CCN(CCC#N)CC2)c1 | -6% | -3% | 3% | -2% | -9% | -15% | -3% | -1% |
| CCOc1cc(NC(=S)NCCCN2CCOCC2)c(OCC)cc1NC(=O)C1CCCCC1 | -1% | -3% | -9%[10 µM] | u | -3%[9.22 µM] | -15% | 3% | x |
| Cn1nc([N+](=O)[O-])nc1Sc1ccc(Cl)cc1 | 0% | 3% | -12%[10 µM] | 11% | -12% | 0% | 0% | -21% |
| O=C(NN=C1CCCC1)NC1CCCCC1 | 12% | 6% | x | 2% | 12% | 2% | -3% | 7% |
| CCOC(=O)c1c(C#N)c(SCC(=O)Nc2ccc(OC)cc2)nc2c1CN(CC)CC2 | u | -28% | 1%[0.074 µM] | -9% | -10% | -28% | -4% | 19% |
| COc1ccc(Oc2ncc(CN3CCN(c4ccccc4)CC3)s2)cc1 | u | 2% | -2% | 2% | -5% | -25% | -2% | -23% |
| CN1CCN(/N=C/c2nc(-c3ccccc3Cl)n3ccccc23)CC1 | -2% | -29% | 21%[10 µM] | 3% | u | -10% | -6% | -6% |
| CCc1ccc(NC(=O)CN2C(=O)C(c3ccc(Cl)cc3)=NC23CCCCC3)cc1 | 3% | x | x | -15% | x | -10% | x | -29% |
| O=P1(O)Oc2c(c(-c3ccccc3)cc3ccc4ccccc4c23)-c2c(-c3ccccc3)cc3ccc4ccccc4c3c2O1 | -13% | u | -19% | -13% | x | -9% | -1% | 4% |

Some entries already given with just JMJD2E inh, Tau fluor counter and Tau FP inhib.
SMILES	JMJD2E inh	Tau fluor counter	Tau FP inhib
COc1cc(NC(=O)CN(c2ccc(C)cc2)S(=O)(=O)c2c(C)n[nH]c2C)cc(OC)c1	-7%	u	-14%
COC(=O)c1c(-c2ccccc2)csc1N1C(=O)Nc2ccccc2N1O	5%	0%	4%

Next section
| compound | Tau fibril ThT | JMJD2E inh | HTT ATP protect | Tau FP inhib | HttQ103 aggreg | Tau fluor counter | ALDH1A1 inh | SMN2 splice enh |
| --- | --- | --- | --- | --- | --- | --- | --- | --- |
| Cc1ccc(/C=N/NC(=O)CSc2ccccn2)o1 | -22% | 9% | 0%[10 µM] | -3% | -8%[9.22 µM] | -18% | 7.9µM* | x |
| O=C(COc1ccccc1)NCCc1nc2ccccc2[nH]1 | -6% | 3% | -5% | 0% | -11% | 2% | 3% | 22% |
| CCCc1ccc(-c2cc(N)n[nH]2)cc1 | u | -4% | -29% | 8% | 8%[9.22 µM] | -26% | 10% | 17% |
| CCOC(=O)c1cc2c(ccn2C)n1Cc1ccccc1Cl | u | u | 16%[10 µM] | -5% | -2%[9.22 µM] | u | u | -19% |
| CN1/C(=C\C=O)C(C)(C)c2ccccc21 | -17% | -27% | -20% | 11% | u | 14% | -6% | 0% |
| Cc1ccc(S(=O)(=O)N2CCC(C(=O)NCc3ccncc3)CC2)cc1 | -8% | 2% | -4% | 6% | 32% | -7% | 1% | -11% |
| O=C(CCc1nc2ccccc2[nH]1)NCc1ccc2c(c1)OCO2 | 0% | 7% | 3% | -4% | -12% | -9% | -8% | -5% |
| COc1ccc(/C=C2\SC(=S)N(CCCC(=O)Nc3ccccn3)C2=O)cc1OC | u | 0% | x | -14% | 26% | -24% | -10% | -11% |
| O=C(COC(=O)c1cccc(F)c1)NC1CC1 | 5% | -1% | 14% | 5% | -7% | 3% | 8% | 2% |
| Cc1cc2cc(CN(Cc3ccco3)S(=O)(=O)c3c(C)ccc4nsnc34)c(=O)[nH]c2cc1C | u | u | -41%[inhibitor] | -13% | 12% | -16% | u | -21% |
| Cc1ccc(NC(=O)C(Cc2ccccc2)NS(=O)(=O)c2ccc3c(c2)c(=O)n(C)c(=O)n3C)cc1 (stereo unspecified) | -2% | x | x | 1% | x | -17% | x | 3% |
| Cn1ccnc1SCC(=O)Nc1cccc(Br)c1 | -8% | x | x | 0% | x | -14% | x | -1% |
| COc1cc(/C=N/NC(=S)NCCN2CCOCC2)cc(OC)c1O | 15% | -5% | -11%[10 µM] | 0% | 11% | 14% | -11% | x |
| CCOC(=O)c1c(NC(=O)CN2CCCc3ccccc32)sc(C(C)=O)c1C | -5% | -2% | 4%[10 µM] | -4% | 1% | -8% | -11% | x |
| COc1ccc(Oc2c(-c3ccc(O)cc3O)n[nH]c2C)cc1 | -3% | -14% | 3%[0.074 µM] | 12% | -15% | u | 14% | -10% |
| O=C(Nc1ccccc1N1CCCCC1)c1ccc(Cl)c([N+](=O)[O-])c1 | -14% | 3% | u | 5% | -12% | -30% | -3% | 10% |

Profiles, looked up by structure:
Cc1ccc(NC(=O)C(Cc2ccccc2)NS(=O)(=O)c2ccc3c(c2)c(=O)n(C)c(=O)n3C)cc1 (stereo unspecified) is listed with Tau fibril ThT = -2%; JMJD2E inh = x; HTT ATP protect = x; Tau FP inhib = 1%; HttQ103 aggreg = x; Tau fluor counter = -17%; ALDH1A1 inh = x; SMN2 splice enh = 3%
CN1/C(=C\C=O)C(C)(C)c2ccccc21 is listed with Tau fibril ThT = -17%; JMJD2E inh = -27%; HTT ATP protect = -20%; Tau FP inhib = 11%; HttQ103 aggreg = u; Tau fluor counter = 14%; ALDH1A1 inh = -6%; SMN2 splice enh = 0%

Taken from above.
Tau fluor counter with Cn1ccnc1SCC(=O)Nc1cccc(Br)c1 → -14%
JMJD2E inh with Cc1ccc(S(=O)(=O)N2CCC(C(=O)NCc3ccncc3)CC2)cc1 → 2%
Tau fibril ThT with O=C(Nc1ccccc1N1CCCCC1)c1ccc(Cl)c([N+](=O)[O-])c1 → -14%

The list is partial; rates above refer to the full screens.
